aSyn 5UTR inh = MLPCN primary screen, SNCA 5' untranslated region. alpha-synuclein 5'UTR reporter, inhibitor activity. inhibition, % (tested at 7.5 µM). 300,000 tested, 0.82% active. AID 1813, 2009; in the data active = inhibition above about 60%;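 also: H4 neuroglioblastoma cells stably carrying SNCA 5'UTR luciferase fusion; 0% = DMSO wells and 100% = positive control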
TRPC4 potent = positive allosteric modulators of TRPC4, primary screen, cell-based, mouse TRPC4beta, HEK293 mu-opioid, Fluo-4 calcium; Short transient receptor potential channel 4 (Mus musculus), Q9QUQ5; DAMGO EC20, Fluo-4 Ca2+ flux; hits give high values; B-score at 10 µM; 310,000 tested, 0.42% active;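 active = B-score of calcium response area above 5 SD of library B-scores, with initial fluorescence ratio within 5 SD of library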;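 also: B-score of integrated fluorescence ratio over time as area under calcium response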
TRPC6 activator = mouse TRPC6 channel activators, primary screen, cell-based, HEK293, membrane potential dye; 310,000 tested, 0.13% active; B-score at 10 µM; HEK293-TRPC6 membrane potential dye fluorescence; hits give high values;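 active = B-score of the integrated fluorescence ratio above library mean plus 3 SD, and starting fluorescence ratio within library mean plus 5 SD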;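 also: higher score means more depolarization so channel activation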
TRPC4 block = inhibitors of mouse TRPC4 channel, primary screen, Fluo4 calcium, HEK293 TRPC4beta/mu-opioid cells; Short transient receptor potential channel 4 (Mus musculus), Q9QUQ5; DAMGO-evoked Fluo4 calcium flux; hits give low values; B-score at 10 µM; 300,000 tested, 0.39% active;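 active = B-score over 3 SD under the library average, no early fluorescence shift, positive overall ratio signal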
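Assay system: TRPC4beta/mu-opioid receptor HEK293 cell line; compound dosing: single concentration per test compound; detection: Fluo4 Ca2+ flux fluorescence; evaluation: per-well B score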
HIF act = HIF pathway transcriptional activators, primary screen, cell-based, U2OS HRE-luciferase, luminescence; U2OS HRE-luciferase reporter; normalized: DMSO 0%, desferrioxamine 100%; activation, % at 7.5 µM (by protocol); 300,000 tested, 0.32% active;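 active = mean activation of at least 10% of the iron chelator positive control signal, with at least half of replicates also reaching 10%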
TRPC6 inh = mouse TRPC6 channel inhibitors, primary screen, cell-based, HEK293, membrane potential dye | ACh-evoked depolarization; hits give low values | Short transient receptor potential channel 6 (Mus musculus), Q61143 | 310,000 tested, 1.1% active | B-score at 10 µM;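 active = B-score under library mean minus 3 SD, initial fluorescence not abnormally high, positive integrated signal ratio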;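 also: B-score derived from integrated fluorescence ratio over the kinetic read; more negative B-score means stronger inhibition of depolarization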
MrgX1 antag = antagonists of human MrgX1 receptor, primary screen, HEK293 cells, Fluo-4 calcium flux | BAM8-22 antagonism; hits give low values | B-score at 10 µM | 310,000 tested, 1.3% active;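 active = calcium-response B-score plate-corrected more than 3 library SD below zero, starting fluorescence within 5 deviations, no agonist response on first addition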;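 also: peak minus trough fluorescence over baseline after final BAM8-22 challenge near maximal dose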
Target sequence (Q96LB2 whole entry, looked up): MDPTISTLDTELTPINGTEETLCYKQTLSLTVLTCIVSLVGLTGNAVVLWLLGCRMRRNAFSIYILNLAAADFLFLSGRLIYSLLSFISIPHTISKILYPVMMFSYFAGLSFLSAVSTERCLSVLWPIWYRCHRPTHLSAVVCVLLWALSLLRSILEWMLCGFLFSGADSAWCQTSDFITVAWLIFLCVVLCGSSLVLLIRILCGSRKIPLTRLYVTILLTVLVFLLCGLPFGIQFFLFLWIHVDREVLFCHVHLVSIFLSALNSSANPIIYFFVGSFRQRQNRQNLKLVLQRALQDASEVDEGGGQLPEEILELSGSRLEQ
SKKanGAS inh = S. pyogenes SKKanGAS growth inhibitors in kanamycin, primary screen, streptokinase expression inhibitor project, SKKanGAS strain, BacTiter-Glo luminescence. inhibition, % at 7.5 µM. 6 h. 300,000 tested, 1.3% active;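 active = mean replicate score, as percent of positive control median, at least 50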;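 also: strain carries kanamycin resistance gene driven by streptokinase promoter and grows in 40 µg/ml kanamycin; loss of luminescence reflects streptokinase promoter inhibition or plain growth inhibition; 0% = median of DMSO wells and 100% = positive control at its reference dose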
TRPC4 act = activators of mouse TRPC4 channel, primary screen, Fluo4 calcium, HEK293 TRPC4beta/mu-opioid cells; Short transient receptor potential channel 4 (Mus musculus), Q9QUQ5; Fluo4 calcium fluorescence; hits give high values; B-score at 10 µM; 310,000 tested, 0.49% active; AID 2237, 2010;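 active = B-score above 5 SD of library B-scores, and initial fluorescence ratio not above library mean plus 5 SD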;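 also: positive B-score marks a calcium rise read as TRPC4 activation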
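Assay system – TRPC4beta and mu-opioid receptor HEK293 stable cells · Measured by – Fluo4 fluorescence, kinetic · Schedule – dye loading 45 min room temperature, 110 s kinetic read · Read-out – B-scored integrated calcium fluorescence ratio · Controls – buffer and maximal DAMGO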
KLF5 inhibitor = KLF5 expression inhibitors, primary screen, DLD-1 cells, luminescence; DLD-1 KLF5 promoter-luciferase reporter; inhibition, % at 5 µM; 290,000 tested, 0.23% active;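 active = inhibition above a per-plate limit of that plate's mean compound inhibition plus 3 SD, cut at about 60% in these data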;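 also: 0% = DMSO wells and 100% = LY294002 at 200 µM; higher means less KLF5 promoter-driven luciferase light; inactives centre near -14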
IEC-6 tox = cytotoxicity in IEC-6 intestinal epithelial cells, primary screen, cytotoxicity control for KLF5 inhibitor project, cell-based, luminescence | 290,000 tested, 0.78% active | inhibition, % at 5 µM | IEC-6 cytotoxicity, luminescence viability; in the data active = inhibition above about 22%;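 also: 0% = plate median of test compound wells and 100% = cytotoxic reference compound wells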
* hit, by the source's call; i = inactive; · = no result given.

Order of values: aSyn 5UTR inh	TRPC4 potent	TRPC6 activator	TRPC4 block	HIF act	TRPC6 inh	MrgX1 antag	SKKanGAS inh	TRPC4 act	KLF5 inhibitor	IEC-6 tox
[1] O=C(Nc1ccon1)c1csc2ccccc12
  -28.2	i	i	-7*	0.3	i	i	-13.9	i	-18.9	3.9
[2] CCn1c(C)c(C)c2cc(C(=O)NCCN3CCOCC3)ccc21
  4.8	i	i	i	0.1	i	i	-4.7	i	-46.9	-2.5
[3] CC1c2ccccc2SC(CCCN(C)C)c2ccccc21 (stereo not drawn)
  -8.3	i	i	i	0.9	i	i	3.6	i	2.1	8.3
[4] Cc1ccc(N=C/C(C(=O)C(F)(F)F)=C(\O)c2cccs2)cc1
  -89.2	i	i	i	1.7	i	i	0.6	i	-31.6	3.9
[5] CCCOC(=O)c1ccc(NC(=O)c2c(Cl)ccc(Cl)c2OC)cc1
  -24.1	i	i	i	-0.1	i	i	36.3	i	-7.4	4.4
[6] O=C(Nc1cccc(C(F)(F)F)c1)c1cccnc1
  14.1	i	i	i	-0.2	i	i	·	i	-11.2	1.9
[7] COCCNC(=O)CSCc1nc(-c2ccc(SC)cc2)oc1C
  -12.2	i	i	i	0.0	i	i	-6.5	i	-3.7	-0.4
[8] O=S(=O)(Nc1nc2ccccc2s1)c1ccc(Cl)s1
  -6.3	i	i	i	-0.2	i	-5.31*	0.5	i	-26.7	3.6
[9] CS(=O)(=O)c1sc(C(=O)NC(=S)Nc2ccc(OC(F)(F)F)cc2)c2c1C=CCC2
  -19.0	i	i	i	-0.1	i	i	14.5	i	-18.6	-3.0
[10] CC(=O)c1csc(COc2ccc(Cl)cc2)n1
  -31.5	i	i	i	2.7	i	i	1.0	i	-168.0	-2.9
[11] CCOc1ccc(C(=O)CCC(=O)N(CC)CC(=O)Nc2c(F)cccc2F)cc1
  -3.1	i	i	i	0.4	i	i	11.0	i	·	·
[12] CCOC(=O)C1(CCCc2ccccc2)CCN(C(=O)c2ccoc2)CC1
  -6.9	i	i	i	0.5	i	i	-4.9	i	-9.2	-1.2
[13] Cc1cc(C)c(C(=O)/C=C/c2ccco2)c(=O)[nH]1
  -15.0	i	i	i	-1.4	i	i	24.9	i	-16.6	0.3
[14] CC(C)CN(CC(C)C)C(=O)C12CCC(C)(C(=O)C1)C2(C)C (stereo not drawn)
  -6.7	i	i	i	0.3	i	i	-8.4	i	-26.3	3.1
[15] OCCn1c(Cl)nc2ccccc21
  4.9	i	i	i	1.0	i	i	3.9	i	-11.8	-3.3
[16] CC1=NN(C(=O)COc2ccccc2)C(O)(c2cccnc2)C1 (stereo not drawn)
  -11.3	i	i	i	-0.2	i	i	-10.4	i	-16.0	3.4
[17] COc1cc(C(=O)Nc2ccc3c(c2)OCCO3)ccc1OC(F)F
  -153.3	i	i	i	3.1	i	i	4.6	i	-123.8	2.6
[18] NC(=O)CCCn1c(C(=O)c2cc(Cl)c(N)c(Cl)c2)c2ccc(C(F)(F)F)cc2[n+]1[O-]
  -8.0	i	i	i	-0.6	i	i	6.1	i	·	·
[19] CCn1c(SCC(=O)N2CCCCC2C)nnc1-c1ccco1 (stereo not drawn)
  17.6	i	i	i	-0.1	i	i	2.1	i	-17.1	2.3
[20] C=CCOc1cccc(C(=O)N2CCCC(Nc3ccc(F)cc3)C2)c1 (stereo not drawn)
  -1.2	i	i	i	-0.3	i	i	-2.4	i	-24.4	2.7
[21] Cn1ncc(Br)c1C(=O)N/N=C/c1cccc(OC2CSC2)c1
  -6.1	i	i	i	-0.7	i	i	-2.8	i	-25.8	-10.4
[22] CCOC(=O)c1nnn(CC(=O)N2N=C(c3ccc(Cl)cc3)CC2c2ccccc2)c1C(=O)OCC (stereo not drawn)
  -2.1	i	i	i	-0.1	i	i	18.3	i	5.5	-2.9
[23] C/C(=N\N(c1ccccc1)c1ccccc1)c1ccc(O)cc1
  13.1	i	i	i	-0.9	i	i	7.5	i	-35.2	-5.5
[24] CCOC(=O)CSC1=NC(=O)CS1
  -25.3	i	i	i	1.0	i	i	-1.5	i	-10.2	-4.3
[25] COC(=O)N/N=C(\C)c1ccccc1Br
  -3.4	i	i	i	0.1	i	i	-4.7	i	-9.4	-2.3
[26] COC(=O)c1c(F)c(F)c(NCCO)c(F)c1F
  -11.4	i	i	i	·	i	i	-3.6	i	-13.8	2.4
[27] O=C(c1cc(-c2ccc(Cl)c(Cl)c2)on1)N1CCCCC1
  -193.1	i	i	i	3.6	i	i	-10.0	i	-30.0	-5.6
[28] Cc1cc(NS(=O)(=O)c2ccc(OCCNS(C)(=O)=O)cc2)no1
  -15.3	i	i	i	-0.4	i	i	1.9	i	-2.2	0.7
[29] C=CCNC(=O)C1(S(=O)(=O)c2ccccc2)CC=CC1
  -17.7	i	i	i	-0.2	i	i	3.2	i	-27.6	1.5
[30] NS(=O)(=O)c1ccc(CCNC(=O)C2CCCN2S(=O)(=O)c2cccc3nsnc23)cc1 (stereo not drawn)
  21.7	i	i	i	-0.2	i	i	-4.6	i	-25.4	-3.3
[31] O=C(N/N=C/C=C/c1ccco1)c1cnccn1
  -30.9	i	i	i	0.2	i	i	-1.8	i	-16.0	-12.4
[32] CC(C)(C)CC(C)(C)NC(=O)c1ccccc1
  -5.2	i	i	i	0.0	i	i	2.0	i	-6.2	-6.1
[33] COc1ccccc1N1CC(C(=O)Nc2ccc3c(c2)OCO3)CC1=O (stereo not drawn)
  17.9	i	i	i	-0.1	i	i	0.9	i	-14.8	-1.5
[34] O=[N+]([O-])c1c(NCCO)cc(N2CCC3(CC2)OCCO3)c2nonc12
  14.9	i	i	i	-0.9	i	i	2.6	i	-31.5	-7.7
[35] O=C(N/C(=C/c1ccccc1)C(=O)N1CCOCC1)c1ccc([N+](=O)[O-])cc1
  20.7	i	i	i	-0.4	i	i	-36.0	i	-6.2	6.2
[36] CCN(CC)S(=O)(=O)c1ccc(NC(=O)c2ccc(Cl)nc2)cc1
  -15.3	i	i	i	-0.4	i	i	-1.5	i	-27.0	-9.0
[37] Clc1ccc2nc(CN3CCCc4ccccc43)cn2c1
  -42.1	21*	i	i	1.3	i	i	-1.2	i	9.4	-3.7
[38] Cc1cccc(Oc2coc3cc(OC(=O)c4cc5ccccc5oc4=O)ccc3c2=O)c1
  -52.1	i	i	i	0.7	i	i	6.2	i	-26.8	-2.6
[39] O=C(NC1CC1)C1CCN(C(=O)c2ccc(Cl)cc2)CC1
  6.1	i	i	i	0.2	i	i	2.4	i	-23.4	-1.6
[40] N/C(=N\OC(=O)c1ccc(=O)n(Cc2ccc(Cl)cc2)c1)c1ccccn1
  -9.5	i	i	i	-0.1	i	i	7.7	i	-3.2	1.5
[41] COc1ccc(OC(=O)CCN2C(=O)C3C4C=CC(C4)C3C2=O)cc1 (stereo not drawn)
  4.6	i	i	i	-0.3	i	i	-3.0	i	-8.0	-5.7
[42] CCc1nnc(NC(=O)C2CC(=O)N(c3ccc4c(c3)OCCO4)C2)s1 (stereo not drawn)
  -29.0	i	i	i	0.1	i	i	-3.7	i	-7.1	-3.3
[43] O=C(COc1ccc2c(c1)oc(=O)c1ccccc12)N[C@@H](Cc1ccccc1)C(=O)O
  13.2	i	i	i	0.1	i	i	5.7	i	-14.5	5.1
[44] Cc1ccc(NC(=O)N2CCN(Cc3ccc4c(c3)OCO4)CC2)cc1
  9.9	i	i	i	-0.3	i	i	-1.9	i	-23.5	-1.7
[45] COc1ccc(NS(=O)(=O)c2csc(C(N)=O)c2)cc1
  -8.1	i	i	i	-1.5	i	i	3.0	i	-52.9	0.3
[46] CC1CCN(C(=O)CSc2nc(=O)n3cc(Cl)ccc3n2)CC1
  13.7	i	i	i	0.4	i	i	0.3	i	·	·
[47] Cc1ccc(Cn2nnc3c(=O)n(CC(=O)c4ccccc4)cnc32)cc1
  30.2	i	i	i	0.1	i	i	-12.8	i	9.0	1.5
[48] Cc1cc(NC(=O)CSCC(=O)Nc2cc(C(F)(F)F)ccc2N2CCCC2)no1
  -17.1	i	i	i	1.4	i	i	-3.2	i	·	·
[49] COc1ccc(COc2ccccc2C(=O)NCc2ccccc2)cc1F
  12.0	i	i	i	-0.2	i	i	10.2	i	-13.3	-1.6
[50] Cc1cccc(C)c1NC(=O)CSCCO
  15.9	i	i	i	-0.1	i	i	-1.7	i	-16.1	2.7

More results
Order of values: aSyn 5UTR inh	TRPC4 potent	TRPC6 activator	TRPC4 block	HIF act	TRPC6 inh	MrgX1 antag	SKKanGAS inh	TRPC4 act	KLF5 inhibitor	IEC-6 tox
[51] O=C(O)CSCC(=O)Nc1ccc(C2CCCCC2)cc1
  108.1*	i	i	i	-3.9	i	i	-2.0	i	74.9*	9.8
[52] COc1ccccc1OCCSc1nc(N)cc(N)n1
  -39.5	i	i	i	0.6	i	i	1.7	i	-5.7	3.8
[53] CC(=O)Nc1ccc(S(=O)(=O)NCCSCc2ccco2)cc1
  18.4	i	i	i	-0.3	i	i	6.7	i	10.2	0.0
[54] CCS(=O)(=O)N1CCN(C2Cc3ccccc3C2)CC1
  -2.3	i	i	i	0.3	i	i	·	i	-7.0	-1.4
[55] O=C1c2ccccc2C(O)N1Cc1ccccc1 (stereo not drawn)
  -11.3	i	i	·	-0.2	i	i	-0.3	i	-7.5	-3.5
[56] Cc1ccc(Cn2nc(C)c3cc(C(=O)OCC(N)=O)sc32)cc1
  9.2	i	i	i	-0.3	i	i	-3.7	i	-8.6	-0.6
[57] CC(=O)c1nn(-c2cccc(C)c2)cc1C(=O)c1cccc(Br)c1
  19.1	i	i	i	0.0	i	i	-8.1	i	·	·
[58] COc1ccc(NC(=O)COC(=O)c2ncc(Cl)c(Cl)c2Cl)c(OC)c1
  -10.4	i	i	i	0.4	i	i	5.5	i	0.1	-5.1
[59] CCN(C(=O)Cn1cc(C(=O)C(=O)N2CCOCC2)c2ccccc21)c1ccccc1
  -15.0	i	i	i	-0.3	i	i	-1.1	i	-24.7	-3.5
[60] Cc1ccc(/C(O)=C2\C(=O)C(=O)N(c3cc(C)on3)C2c2cccc(Br)c2)cc1 (stereo not drawn)
  -31.4	i	i	i	-0.3	i	i	23.6	i	0.2	-4.6

Compound activity from PubChem.
